# Screens: PubChem, several laboratories
# GPR35 arrestin U2OS – GPR35 antagonists blocking zaprinast-driven arrestin recruitment, primary screen, imaging, U2OS, beta-arrestin-GFP, zaprinast agonist (AID 2058) | U2OS GPR35 beta-arrestin-GFP translocation imaging, zaprinast antagonism; higher % means a stronger effect | inhibition, % at 10 µM; hits with a dose series show IC50 in µM | 290,000 tested, 0.052% active;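 active means inhibition of at least 50% with at least 30 cells and total cytoplasm GFP at most 10,000,000; inconclusive means under 30 cells or total GFP of 10,000,000 plus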
# T cell HTS – T cell immune modulators affecting CD8 T cell-vesicle binding. calls only at 7 µM. 2C CD8+ T cell-vesicle binding, flow cytometry; stronger effect = lower value. 330,000 tested, 0.068% active;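 active means response, share of CD8 T cells binding vesicles, and their 90th percentile fluorescence all below set limits, cut at about 80% in these data, passing the limit was not always enough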
#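 Assay system – 2C mouse CD8+ T cells · Also added – QL9-loaded Drosophila micro-vesicles · Timing – Cell–vesicle co-incubation 1.5 h at 37 °C, staining 20 min on ice · Signal – flow cytometry of vesicle-bound cells · Measure – percent CD8+ FL2 mean versus row control · Controls – Peptide-free naked vesicles (low) and QL9 vesicles with 0.7% DMSO vehicle (high)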
# KOR beta-arrestin-1 – KOR antagonists, beta-arrestin recruitment, cell-based, luminescence, uHTS (AID 1778); KOR beta-arrestin recruitment, luminescence, antagonist mode; higher % means a stronger effect; one-dose inhibition, % at 10 µM; IC50 in µM for titrated hits; 290,000 tested, 0.091% active; in the data active means inhibition above about 50%; further: strong numbers were not always called active
# GPR55 activation – selective activators of receptor GPR55 – imaging, U2OS cells, beta-arrestin-GFP redistribution, primary screen (AID 1961). 290,000 tested, 0.048% active. U2OS GPR55 beta-arrestin-GFP redistribution imaging; higher % means a stronger effect. one-dose activation, % at 10 µM; EC50 in µM for titrated hits;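 active means activation above 40% with more than 50 cells counted in the well; inconclusive means wells holding fewer than 50 cells, flagged as toxic or sparse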;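 further: U2OS osteosarcoma cells stably expressing GPR55 and beta-arrestin-GFP; plate controls were DMSO negative control for no effect and LPI positive control for full effect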
# West Nile virus CPE – West Nile virus antiviral activity, cell-based, CPE readout (AID 1621); West Nile virus-infected cells, CPE inhibition; higher % means a stronger effect; one-dose CPE inhibition, % at 10 µM; IC50 in µM for titrated hits; 290,000 tested, 0.02% active; in the data active means a potency from the dose series; inconclusive means CPE inhibition mostly from about 3.7% at the one dose, without a potency; inactive means the rest, 99 in 100 with CPE inhibition below about 2.2%; further: strong numbers were not always called active
# GPR55 antagonists – inhibition of LPI-stimulated GPR55 beta-arrestin translocation – imaging, U2OS, beta-arrestin-GFP, LPI agonist, primary screen (AID 2013). 290,000 tested, 0.13% active. one-dose inhibition, % at 10 µM; IC50 in µM for titrated hits. U2OS GPR55 beta-arrestin-GFP translocation imaging, LPI antagonism; higher % means a stronger effect;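 active means spots per cell inhibited over 60%, with over 100 cells counted and total cytoplasm intensity under 500,000; inconclusive means wells with under 100 cells, flagged as likely toxic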;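 further: U2OS cells stably carrying GPR55 and arrestin-GFP stimulated by 5 µM LPI near EC80; imaged beta-arrestin-GFP aggregate spots per cell after agonist stimulation; plate controls were LPI-stimulated DMSO wells for no effect and DMSO wells without LPI for full effect; some results filed as inactive read as strong as hits; confirmed hits need IC50 under 10 µM and bright autofluorescent wells are also inconclusive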
# PhoP inhibition – PhoP-dependent GFP reporter repression – Salmonella Typhimurium, primary screen (AID 1863); S. Typhimurium PhoP-regulated promoter GFP reporter, 4 h; higher % means a stronger effect; inhibition, % at 50 µM, or IC50 in µM where a hit was titrated; 300,000 tested, 0.16% active;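 active means inhibition over 29.93%, a cutoff 3 SD above the screen mean, later confirmed by dose response; inconclusive means inhibition over 29.93% but no dose response follow-up; inactive means inhibition at most 29.93% or unconfirmed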;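 further: 0% = low Mg2+ inducing control and 100% = high Mg2+ repressing control; strong numbers were not always called active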
# NTR1 ag – agonists of NTR1, primary screen, imaging, U2OS cells, beta-arrestin-GFP, high content (AID 493036); P30989; NTR1-U2OS beta-arrestin-GFP spot imaging, agonist mode; activation, % at 20 µM; 330,000 tested, 0.17% active;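 active means activation at or above 40% of the spot to cytoplasm intensity ratio, with at least 20 cells analyzed; inconclusive means wells under 20 cells, flagged as cytotoxic or low count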;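 further: 0% = DMSO without peptide and 100% = 100 nM NTR1 peptide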
# Target sequence (P30989 whole entry, looked up): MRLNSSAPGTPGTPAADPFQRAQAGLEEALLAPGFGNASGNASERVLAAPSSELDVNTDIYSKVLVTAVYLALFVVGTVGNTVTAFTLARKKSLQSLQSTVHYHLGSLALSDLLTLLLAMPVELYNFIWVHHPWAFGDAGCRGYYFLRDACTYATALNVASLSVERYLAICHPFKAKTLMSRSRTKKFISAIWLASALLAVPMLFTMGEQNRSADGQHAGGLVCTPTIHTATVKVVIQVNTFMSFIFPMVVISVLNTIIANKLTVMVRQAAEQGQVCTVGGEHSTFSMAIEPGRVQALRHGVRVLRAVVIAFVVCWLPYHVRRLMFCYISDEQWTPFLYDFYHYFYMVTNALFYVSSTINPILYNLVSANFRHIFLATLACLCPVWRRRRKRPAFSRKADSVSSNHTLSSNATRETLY
# KOR beta-arrestin-2 – kappa opioid receptor activators – cell-based, luminescence, uHTS, primary screen (AID 1777); KOR beta-arrestin recruitment, luminescence; higher % means a stronger effect; one-dose activation, % at 10 µM; EC50 in µM for titrated hits; 280,000 tested, 0.02% active; in the data active means activation above about 50%, passing the limit was not always enough; further: a part of the inactive calls stands beside numbers as strong as those of hits
# T cell HTS vesicle-bound % – second read-out of T cell HTS, no call of its own (marks repeat the call); double positive events, %; measured here: CD8+ vesicle-bound cell fraction;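 binding gate set so that unloaded-vesicle control wells show 10% double positive cells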
# NTR1 ag cell count 20 µM – further read-out of NTR1 ag, marked with its call; cell count; measured here: cell count, cytotoxicity flag
# An asterisk follows results filed as active; i = inactive; ? = inconclusive; nt = no result given; [ ] = remark or other dose.
SMILES,GPR35 arrestin U2OS,T cell HTS,T cell HTS vesicle-bound %,KOR beta-arrestin-1,GPR55 activation,West Nile virus CPE,GPR55 antagonists,PhoP inhibition,NTR1 ag,NTR1 ag cell count 20 µM,KOR beta-arrestin-2
Cc1nn(-c2ccccc2)c(C)c1/C=N/Nc1nc2ccccc2[nH]1,4.8%,i,59.5,-26.0%,0.2%,?,-0.5%,?,0.6,82,14.8%
Nc1c2c(nc3ccc(Br)cc13)N(C1CCCCC1)CC2,-4.5%,i,36.3,-9.6%,1.4%,-1.8%,5.8%,-1.7%,15.7,57,-0.2%
NC(=O)COc1ccc(NC(=O)c2ccccc2-c2ccccc2)cc1,-2.5%,i,50.8,-6.2%[20 µM],-0.1%,0.3%,13.1%,4.5%,-0.6,61,-0.8%
COc1ccccc1/C=C/C(=O)OCCCN(C)C,5.5%,i,54.6,-23.1%,-0.1%,-0.2%,-4.6%,-6.5%,-0.4,76,1.3%
CCOC(=O)C1CCCN(C(=O)c2ccc(OCC)cc2)C1 (centres undefined),5.1%,i,21.7,-35.1%,-0.2%,0.9%,0.3%,-1.7%,-0.5,70,-3.1%
COc1ccc(S(=O)(=O)N2CCN(Cc3cccc(Cl)c3)CC2)cc1,10.0%,i,41.5,22.7%,-0.1%,-0.1%,-7.5%,7.9%,-1.2,45,0.4%
COC(=O)C1=CN(C2CC2)C=C(C(=O)OC)C1c1ccc(C(=O)OC)cc1,0.0%,i,46.9,-14.6%,-0.2%,-1.0%,-3.6%,2.1%,-1.6,74,1.6%
O=C(Nc1ccc(F)c(F)c1)c1cnc(-c2ccccc2)nc1-c1ccccc1,5.0%,i,40.0,-39.0%,0.3%,-0.8%,-0.2%,22.8%,2.4,96,32.6%
O=C(NNc1c(Cl)cccc1Cl)c1ccno1,-1.5%,i,34.5,9.1%,-0.2%,1.2%,5.0%,-10.1%,0.6,62,2.6%
Cc1ccc(Nc2c([N+](=O)[O-])c(=O)oc3ccccc23)cc1,8.1%,i,24.7,-2.7%[20 µM],0.8%,-0.9%,6.9%,-3.8%,0.7,36,nt
CC(=O)c1ccc(NC(=O)c2cc(Cl)sc2Cl)cc1,-1.1%,i,44.7,42.2%,-0.5%,-0.6%,5.1%,10.2%,-1.2,65,-4.4%
C=CCSc1nnc(NC(=O)COc2ccccc2)s1,-11.9%,i,9.0,17.0%,-0.7%,0.5%,-2.5%,-5.8%,-0.2,38,-3.9%
Cc1ccc(NC(=O)C2=C(C(=O)O)CCCC2)cc1Br,16.9%,i,42.2,-7.8%,0.4%,-0.4%,18.9%,5.6%,0.3,60,-0.8%
COC(=O)CNC(=O)C1Nc2ccc(OC(F)(F)F)cc2C2C=CCC12 (centres undefined),nt,i,29.5,nt,nt,0.1%,nt,-8.1%,0.0,55,nt
Cc1ccc(NC(=O)COC(=O)c2ccccc2Cl)cc1S(=O)(=O)N(C)C,5.3%,i,37.4,-25.7%,0.4%,-0.1%,-2.6%,-4.9%,0.9,59,1.3%
O=C(NCc1ccco1)c1ccc(-c2cccc(Cl)c2)o1,28.6%,i,36.2,-14.3%[20 µM],0.2%,-0.9%,10.4%,-5.6%,0.9,54,nt
COc1ccc(/C=C/C(=O)NC(=S)N2CCCC(C(N)=O)C2)cc1 (centres undefined),0.2%,i,35.4,-3.1%,-0.2%,0.0%,15.3%,-10.4%,-0.9,57,10.8%
CCCCOC(=O)Cc1c(O)c2ccccc2[nH]c1=O,13.4%,i,25.5,17.9%,0.3%,0.4%,-2.0%,-7.8%,-0.2,62,19.7%
Cc1nn(C)c(Cl)c1NC(=O)OCc1ccccc1,-10.6%,i,32.1,18.7%,-0.3%,-0.6%,-5.1%,-0.3%,0.1,94,-1.5%
Cc1cccc(NC(=O)c2sc(C)nc2C)c1,5.9%,i,6.6,-73.6%,0.2%,-0.6%,-0.5%,-2.8%,-1.1,81,4.0%
Cc1noc(C)c1S(=O)(=O)Nc1ccc(C(=O)N2CCc3ccccc3C2)cc1,0.9%,i,40.6,1.9%,0.0%,0.1%,1.1%,-11.3%,-0.7,91,2.2%
COc1cc2ccccc2cc1C(=O)Nc1ccc(C)cc1,15.6%,i,42.7,-39.8%[20 µM],-0.2%,-0.2%,4.5%,-1.2%,9.9,57,-2.8%
COC(=O)c1cc(OC)c(OC)cc1NC(=O)CSc1ccc(C)cc1,0.5%,i,54.0,4.7%,-0.1%,-0.8%,9.4%,-5.2%,4.2,61,0.9%
Cc1ccccc1NS(=O)(=O)c1ccc(C(=O)N2CCN(c3ccccc3O)CC2)cc1,0.9%,i,22.7,5.5%,0.3%,1.7%,-8.2%,1.9%,1.6,54,3.6%
Cc1ccc(S(=O)(=O)CCC(=O)Nc2cccc(C)c2)cc1,-2.0%,i,52.7,4.8%,0.2%,-0.1%,-1.9%,-7.4%,0.6,44,0.7%
CC1CCCCN1C(=O)CSc1nc2ccccc2n1CC(=O)N1CCc2ccccc21 (centres undefined),11.0%,i,47.1,nt,-0.1%,-0.6%,5.7%,-6.8%,2.4,61,nt
O=C(CCC(=O)N1CCN(C(=O)c2ccco2)CC1)c1ccc(F)cc1,3.6%,i,54.7,3.2%,-0.5%,-0.5%,3.8%,-2.2%,-0.7,45,-4.2%
CC(C)(C)C1=NN(C(=O)c2ccccc2)C(O)(C(C)(C)C)C1 (centres undefined),-0.6%,i,57.9,5.2%,0.0%,0.5%,-7.3%,4.8%,0.0,42,-0.9%
CSc1nc(=S)n(-c2cc(C)ccc2C)c(C)c1C(C)=O,-8.5%,i,27.5,-25.8%,-0.1%,-0.5%,-1.2%,3.8%,0.5,42,0.7%
CCOC(=O)c1oc2ccccc2c1CSc1nnnn1-c1ccc(OC)cc1,-4.5%,i,47.1,-2.6%,0.1%,1.5%,10.6%,-10.2%,1.0,78,0.3%
O=C(COc1ccccc1[N+](=O)[O-])NCCC1=CCCCC1,-0.4%,i,28.4,7.5%,-0.4%,-0.4%,-0.9%,8.0%,1.5,38,-3.3%
Nn1c(SCC(=O)Nc2ccc(S(N)(=O)=O)cc2)nnc1-c1ccco1,6.1%,i,0.0,-1.1%,-0.2%,-0.2%,7.5%,-2.9%,-0.8,59,1.4%
COC(=O)CCCC1=CC2=C(c3ccccc3)C(=O)C(C)(OC(=O)C3CCCC3)C(=O)C2=CN1CCc1ccccn1 (centres undefined),-6.8%,i,17.4,1.6%,-0.1%,-0.8%,-8.2%,-2.8%,0.5,60,8.3%
CCOc1ccccc1NC(=O)c1ccc(OCC)c([N+](=O)[O-])c1,-0.5%,i,32.8,18.9%,-0.3%,-0.8%,-1.3%,-29.2%,2.8,53,6.9%
CCC1CCCCN1C(=O)c1noc(C(C)C)c1[N+](=O)[O-] (centres undefined),8.7%,i,39.7,-8.5%,0.6%,0.7%,7.6%,-7.0%,1.0,68,-6.8%
Cc1cccc(NC(=O)COc2cccc3c2CCN(Cc2ccccc2)C3=O)c1C,1.5%,i,36.8,22.8%,0.2%,-0.5%,8.8%,-9.2%,-0.5,56,-1.3%
CCn1ccnc1CN1CCC(n2nccc2NC(=O)CCc2ccccc2)CC1,9.4%,i,23.3,-6.8%,-0.1%,-0.2%,10.8%,-5.6%,0.0,62,15.6%
CC1(C)Cc2nc(-c3ccccc3)nc(SCC(O)CO)c2CO1 (centres undefined),10.9%,i,11.2,36.5%,-0.1%,-0.3%,6.5%,-3.1%,3.4,40,2.5%
N/C(=N\c1nc2ccccc2o1)NC(=O)c1cccc(Cl)c1,-2.6%,i,21.7,-1.6%,1.3%,-0.3%,2.8%,-6.6%,4.5,54,0.6%
COc1ccccc1CN1CC(C(=O)NCCSc2nnnn2C)CCC1=O (centres undefined),1.6%,i,7.2,-2.2%,-0.1%,-0.1%,8.6%,-3.8%,0.3,37,0.9%
C=CC(COCc1ccccc1)N(C(=O)OC(C)(C)C)S(=O)(=O)c1ccccc1Br (centres undefined),-11.8%,i,20.1,21.5%,0.3%,-0.3%,3.7%,1.6%,-7.0,83,0.3%
CCOc1ccc(Br)cc1S(=O)(=O)NCCN(C)C,0.3%,i,18.0,-2.8%,-0.2%,-0.3%,4.4%,1.0%,-0.7,59,7.2%
O.O.O.O=S(=O)([O-])OC[C@H]1O[C@@H](O[C@]2(COS(=O)(=O)[O-])O[C@H](OS(=O)(=O)[O-])[C@@H](OS(=O)(=O)[O-])[C@@H]2OS(=O)(=O)[O-])[C@H](OS(=O)(=O)[O-])[C@@H](OS(=O)(=O)[O-])[C@@H]1OS(=O)(=O)[O-].[Al],13.3%,nt,nt,-3.3%,-0.1%,0.6%,3.1%,2.7%,nt,nt,-2.3%
Cc1cccc(OCC(=O)O/N=C(\N)Cc2cccs2)c1,1.1%,i,31.1,17.8%,0.0%,-0.8%,-13.2%,-1.4%,-1.2,54,5.4%
COCCNC(=S)N(CCc1c(C)[nH]c2ccc(OC)cc12)Cc1cccnc1,-2.4%,i,48.6,19.5%,-0.2%,-0.2%,2.9%,8.3%,1.7,93,-0.1%
COc1ccccc1/C=N/Nc1cc(C)nc2ccc(C)cc12,6.1%,i,65.5,-9.8%[20 µM],-0.1%,-1.0%,-32.4%,6.6%,2.8,77,-4.6%
COc1ccc(C2NC(=O)c3n[nH]c(C)c32)c(OC)c1 (centres undefined),3.3%,i,41.1,7.2%,-0.2%,-0.2%,-0.4%,7.7%,3.7,53,-6.9%

# Rows are unselected; any-hit rate near 0.62%.
